AT treatment: qHTS Assay for Identifying a Potential Treatment of Ataxia-Telangiectasia | […] A-T fibroblasts, KAP-1 phosphorylation AlphaLISA; neocarzinostatin DNA damage 30 min before lysis | Potency, µM (highest dose often 57.5 µM), for the others: top-dose activation, usual class: activators | 320,000 tested, 0.19% active | AID 485349, 2010; note: potency is the fitted concentration of half-maximal effect; % of control where 0% means no effect; nearly all actives have a fitted effect of over 45% in size
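ATM-like activity read as KAP-1 phosphorylation via AlphaLISA donor/acceptor antibody pairs after lysis and 6 hr at 25C. Cells were ATM-null patient fibroblasts ([…], hTERT), dosed 60 min, then exposed to the DSB inducer NCS for 30 min.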
S-ASM inh: Inhibitors of Secretory Acid Sphingomyelinase (S-ASM): qHTS; Sphingomyelin phosphodiesterase (Homo sapiens), P17405; placental ASM, HMU-PC fluorogenic substrate, 60 min; Potency, µM (doses to about 57.5 µM), without a hit: at the highest dose activity change, negative = inhibition, most hits filed as inhibitors; 340,000 tested, 0.006% active; AID 504937, 2011; note: potency is the fitted concentration of half-maximal effect
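Human placenta-derived ASM enzyme was preincubated with compound for 10 minutes at room temperature, then given fluorogenic substrate HMU-PC0 (9 uM final) for 60 minutes at 37 °C; a pH 10 stop preceded fluorescence reading at Ex 386/Em 447 nm.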
TRPV1 ag: HTS Assay for Compounds that Act as Agonists of the Vanilloid Receptor 1. Transient receptor potential cation channel subfamily V member 1 (Homo sapiens), Q8NER1. TRPV1-expressing cells, Fluo-8 calcium influx, agonist mode. activation, % at 8.33 µM. 320,000 tested, 0.19% active; in the data active = activation above about 80%; inconclusive = between about 30% and that limit; note: 0% is about no effect
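TRPV1-expressing cells were cultured overnight at 35.5C and loaded with Fluo-8 calcium dye for 40 to 90 min at room temperature. After a 10 s baseline, compound was added and calcium influx was read kinetically for 3 min (ex 480/em 520 nm).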
CXXC DNA block: qHTS Fluorescence Polarization Assay for Inhibitors of MLL CXXC domain - DNA interaction | Histone-lysine N-methyltransferase 2A (Homo sapiens), Q03164 | MLL-CXXC / FITC-HOXA9 DNA fluorescence polarization | Potency, µM (top dose mostly 115 µM), without a hit: at the highest dose activity change, negative = inhibition, most hits filed as inhibitors | 290,000 tested, 0.037% active; active = well fitted inhibition curve with a large enough effect in the polarisation, with a control signal flat, not every such curve was filed as active; inconclusive = small, poorly fitted or top-dose-only effect, or effect the other way, or a change in a side signal; inactive = no such curve, though single readings can be large or run the other way; the % refers to the polarisation; note: potency is the fitted concentration of half-maximal effect
Target sequence (Q03164 whole entry, looked up, the tested form may be a part): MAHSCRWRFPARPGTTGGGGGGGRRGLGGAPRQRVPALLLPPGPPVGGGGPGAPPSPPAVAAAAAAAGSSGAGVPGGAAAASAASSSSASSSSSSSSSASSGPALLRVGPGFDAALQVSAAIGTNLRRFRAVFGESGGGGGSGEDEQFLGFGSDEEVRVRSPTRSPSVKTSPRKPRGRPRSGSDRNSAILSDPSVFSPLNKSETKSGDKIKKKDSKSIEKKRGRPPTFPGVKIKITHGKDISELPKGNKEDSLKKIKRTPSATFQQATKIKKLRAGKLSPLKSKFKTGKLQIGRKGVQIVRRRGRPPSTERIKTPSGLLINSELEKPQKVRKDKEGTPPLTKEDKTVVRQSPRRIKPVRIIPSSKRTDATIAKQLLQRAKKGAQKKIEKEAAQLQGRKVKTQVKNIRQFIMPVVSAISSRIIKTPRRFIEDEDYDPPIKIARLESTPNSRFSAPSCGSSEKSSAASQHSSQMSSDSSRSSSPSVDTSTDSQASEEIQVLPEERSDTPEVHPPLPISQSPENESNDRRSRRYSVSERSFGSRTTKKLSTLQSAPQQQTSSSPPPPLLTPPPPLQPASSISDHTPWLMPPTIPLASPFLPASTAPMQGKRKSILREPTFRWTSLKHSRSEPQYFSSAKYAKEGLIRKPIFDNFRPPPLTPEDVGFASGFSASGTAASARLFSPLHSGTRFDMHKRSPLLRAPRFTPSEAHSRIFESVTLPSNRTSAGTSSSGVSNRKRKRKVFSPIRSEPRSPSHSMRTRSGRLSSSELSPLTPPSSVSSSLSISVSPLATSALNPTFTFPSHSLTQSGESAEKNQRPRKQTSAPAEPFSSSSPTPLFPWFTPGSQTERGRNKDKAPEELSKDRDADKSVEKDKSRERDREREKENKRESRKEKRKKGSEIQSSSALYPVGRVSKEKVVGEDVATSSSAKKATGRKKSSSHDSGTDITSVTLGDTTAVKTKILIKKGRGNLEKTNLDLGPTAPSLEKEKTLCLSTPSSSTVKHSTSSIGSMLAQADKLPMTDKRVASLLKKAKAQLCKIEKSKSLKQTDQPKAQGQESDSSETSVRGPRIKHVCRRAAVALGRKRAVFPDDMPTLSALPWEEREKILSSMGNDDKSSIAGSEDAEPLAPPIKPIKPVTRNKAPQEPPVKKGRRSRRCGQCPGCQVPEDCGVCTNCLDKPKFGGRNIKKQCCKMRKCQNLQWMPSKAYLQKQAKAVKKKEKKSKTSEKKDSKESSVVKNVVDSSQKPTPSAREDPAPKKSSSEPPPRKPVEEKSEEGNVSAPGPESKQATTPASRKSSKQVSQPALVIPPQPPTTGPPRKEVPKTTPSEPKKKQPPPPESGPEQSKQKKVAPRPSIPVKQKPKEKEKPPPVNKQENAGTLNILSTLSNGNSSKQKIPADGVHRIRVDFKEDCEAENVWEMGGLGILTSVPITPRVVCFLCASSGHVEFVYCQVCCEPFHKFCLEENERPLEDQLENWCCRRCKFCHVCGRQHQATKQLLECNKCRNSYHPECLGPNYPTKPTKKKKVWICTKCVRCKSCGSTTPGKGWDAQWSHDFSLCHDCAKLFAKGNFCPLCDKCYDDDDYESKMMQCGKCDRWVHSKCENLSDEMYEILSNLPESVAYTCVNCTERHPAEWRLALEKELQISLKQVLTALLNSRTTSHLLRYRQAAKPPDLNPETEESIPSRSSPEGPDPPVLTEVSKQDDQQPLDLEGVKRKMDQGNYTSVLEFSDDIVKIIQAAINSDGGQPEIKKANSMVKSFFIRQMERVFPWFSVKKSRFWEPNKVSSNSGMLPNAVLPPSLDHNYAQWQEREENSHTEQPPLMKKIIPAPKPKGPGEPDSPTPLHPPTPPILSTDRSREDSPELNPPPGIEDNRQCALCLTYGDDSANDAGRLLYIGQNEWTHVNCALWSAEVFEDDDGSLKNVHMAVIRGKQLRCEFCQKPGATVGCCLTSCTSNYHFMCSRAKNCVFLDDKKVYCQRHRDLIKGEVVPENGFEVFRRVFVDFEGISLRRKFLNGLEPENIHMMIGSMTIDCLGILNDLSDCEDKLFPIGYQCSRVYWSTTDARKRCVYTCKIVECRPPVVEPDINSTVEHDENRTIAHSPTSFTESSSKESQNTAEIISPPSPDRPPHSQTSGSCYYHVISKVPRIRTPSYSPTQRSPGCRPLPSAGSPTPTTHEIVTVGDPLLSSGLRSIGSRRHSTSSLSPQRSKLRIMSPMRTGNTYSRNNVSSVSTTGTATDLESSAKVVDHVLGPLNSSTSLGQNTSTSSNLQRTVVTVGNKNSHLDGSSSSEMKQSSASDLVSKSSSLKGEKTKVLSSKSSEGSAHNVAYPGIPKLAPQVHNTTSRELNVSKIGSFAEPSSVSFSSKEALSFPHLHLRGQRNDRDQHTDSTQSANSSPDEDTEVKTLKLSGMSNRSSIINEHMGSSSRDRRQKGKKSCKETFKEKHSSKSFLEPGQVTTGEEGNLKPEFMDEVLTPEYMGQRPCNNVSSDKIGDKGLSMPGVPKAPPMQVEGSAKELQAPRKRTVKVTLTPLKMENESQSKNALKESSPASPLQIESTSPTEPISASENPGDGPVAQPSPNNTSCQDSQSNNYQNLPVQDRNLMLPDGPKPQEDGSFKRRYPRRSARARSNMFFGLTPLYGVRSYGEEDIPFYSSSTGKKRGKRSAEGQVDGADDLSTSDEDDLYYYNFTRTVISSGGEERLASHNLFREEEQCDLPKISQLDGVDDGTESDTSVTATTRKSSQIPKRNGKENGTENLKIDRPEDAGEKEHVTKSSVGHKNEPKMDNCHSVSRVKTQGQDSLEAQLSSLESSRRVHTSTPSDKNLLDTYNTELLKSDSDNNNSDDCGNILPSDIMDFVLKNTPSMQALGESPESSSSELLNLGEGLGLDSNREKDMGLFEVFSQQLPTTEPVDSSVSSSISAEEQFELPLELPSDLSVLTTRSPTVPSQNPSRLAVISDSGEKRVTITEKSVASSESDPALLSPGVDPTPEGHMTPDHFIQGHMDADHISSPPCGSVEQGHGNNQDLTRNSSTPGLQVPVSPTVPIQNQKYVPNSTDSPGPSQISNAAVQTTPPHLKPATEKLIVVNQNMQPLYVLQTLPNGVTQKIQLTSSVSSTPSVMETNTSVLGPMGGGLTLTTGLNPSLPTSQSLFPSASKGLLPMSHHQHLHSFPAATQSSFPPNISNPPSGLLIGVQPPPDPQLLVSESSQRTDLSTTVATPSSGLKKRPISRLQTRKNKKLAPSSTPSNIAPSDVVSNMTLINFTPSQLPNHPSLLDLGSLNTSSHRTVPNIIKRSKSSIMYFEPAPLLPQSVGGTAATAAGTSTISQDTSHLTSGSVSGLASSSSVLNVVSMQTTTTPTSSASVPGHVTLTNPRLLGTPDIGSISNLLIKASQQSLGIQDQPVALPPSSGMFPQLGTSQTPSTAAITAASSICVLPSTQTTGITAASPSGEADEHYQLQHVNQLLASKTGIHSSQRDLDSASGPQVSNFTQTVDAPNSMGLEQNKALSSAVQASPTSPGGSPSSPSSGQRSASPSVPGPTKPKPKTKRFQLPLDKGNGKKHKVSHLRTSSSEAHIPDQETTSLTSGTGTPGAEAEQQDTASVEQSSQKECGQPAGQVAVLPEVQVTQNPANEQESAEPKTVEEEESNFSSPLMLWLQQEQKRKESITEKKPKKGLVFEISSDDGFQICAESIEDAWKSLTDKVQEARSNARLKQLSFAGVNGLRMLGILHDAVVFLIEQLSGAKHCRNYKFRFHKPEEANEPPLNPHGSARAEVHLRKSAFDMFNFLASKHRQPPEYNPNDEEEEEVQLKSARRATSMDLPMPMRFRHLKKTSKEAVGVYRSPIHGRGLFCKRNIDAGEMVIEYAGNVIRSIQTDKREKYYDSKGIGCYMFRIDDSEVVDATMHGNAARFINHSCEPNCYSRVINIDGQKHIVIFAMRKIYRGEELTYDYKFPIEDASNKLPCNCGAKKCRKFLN
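Fluorescence polarization: 7 uM MLL-CXXC (stock) preincubated 5 min with compounds, then 50 nM fluorescein-HOX-A9 DNA (stock) added; 30 min ambient. Buffer 50 mM Tris-HCl pH 7.5, 50 mM NaCl, 1 mM DTT, 0.05% BSA.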
Coupling enz: qHTS Assay for Inhibitors of Fructose-1,6-bisphosphate Aldolase from Giardia Lamblia: Coupling assay counterscreen; coupling enzyme system counterscreen, AmpLite Red fluorescence; activity change, negative = inhibition, % at 58.2 µM, hits read low; 290,000 tested, 0.67% active; in the data active = activity change below about -30%; note: % is set by controls: 0 for no effect and ±100 for the full control effect
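First, compound is pin-transferred into glyceraldehyde-3-phosphate coupling-enzyme reagent at 57.5 uM final and held 10 min at RT. Next, substrate, coupling system and AmpLite Red are added. After 20 min RT, fluorescence (525/598 nm) is read.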
a7 integrin act: qHTS for Activators of Integrin-Mediated Alleviation for Muscular Dystrophy; alpha7betagal myoblasts, beta-gal FDG fluorescence, 48 h; Potency, µM (highest dose often 38.3 µM), without a hit: at the top dose activation, usual class: activators; 350,000 tested, 0.064% active; AID 624291, 2012;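 note: potency is the fitted concentration of half-maximal effect; 100% = response of the positive control SU9516; nearly all actives have a fitted effect of over 60% in size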
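alpha7betagal+/- myoblasts (passage 13, 250/well) treated 48 h at 37C with compounds at 1:260 dilution of DMSO stock. Lysed, then beta-galactosidase activity read as FDG fluorescence (ex 480/em 540) after 30 min, with pre-read for autofluorescence.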
MBNL1 CUG block: qHTS Assay for Inhibitors of MBNL1-poly(CUG) RNA binding; Muscleblind-like protein 1 (Homo sapiens), Q9NR56; 280,000 tested, 0.036% active; Potency, µM (top dose mostly 57.5 µM), without a hit: at the top dose activity change, negative = inhibition, most hits filed as inhibitors; TR-FRET MBNL1-His/biotin-(CUG)12 binding, 665/545 ratio; active = well fitted inhibition curve with a large enough effect in the signal ratio, with a control signal flat, not every such curve was filed as active; inconclusive = small, poorly fitted or top-dose-only effect, or effect the other way, or a change in a side signal; inactive = no such curve, though single readings can be large or run the other way; the % refers to the signal ratio; note: potency is the fitted concentration of half-maximal effect; % is set by controls: 0 for no effect and ±100 for the full control effect
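Ratiometric TR-FRET (665 over 545 nm, excitation 340 nm) tracks disruption of MBNL1-His/biotin-(CUG)12 complex after 60 min at room temperature, with compounds at 92 nM to 58 uM final.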
GALK inhibitor: qHTS Assay for Inhibitors of Human Galactokinase (GALK). P51570. Purified GALK, Kinase-Glo residual ATP luminescence. Potency, µM (doses to about 57.5 µM), inactives show at the highest dose activity change, negative = inhibition, actives largely listed as inhibitors. 270,000 tested, 0.007% active; note: potency is the fitted concentration of half-maximal effect; % is set by controls: 0 for no effect and ±100 for the full control effect
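Quantitative HTS: GALK 5 nM, ATP 35 uM, galactose 100 uM, 1 h room temperature, then luciferase-based ATP detection.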
KCNH2 WT inh: qHTS for Inhibitors of KCHN2 3.1: Wildtype qHTS. Voltage-gated inwardly rectifying potassium channel KCNH2 (Homo sapiens), Q12809. U2OS, BacMam KCNH2, thallium flux FluxOr; stronger effect = lower value. activity change, % at 1.84 µM. 340,000 tested, 0.37% active. AID 720551, 2013;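 active = maximum activity change below -70%; inconclusive = maximum activity change between -70% and -50%; inactive = maximum activity change above -50%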; note: % is set by controls: 0 for no effect and ±100 for the full control effect
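U2OS cells were transduced with wild-type KCNH2 virus (2.03 x 10^8 / mL) for 4 h at room temperature, then cultured overnight at 37 C. Thallium flux was read with FluxOr dye. Rate constants were normalized to DMSO controls.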
KCNH2 3.1 inh: qHTS for Inhibitors of KCHN2 3.1: Mutant qHTS; 340,000 tested, 0.95% active; activity change, % (tested at about 1.8 µM); U2OS KCNH2 3.1, thallium flux FluxOr; stronger effect = lower value;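 active = maximum activity change below -70%; inconclusive = maximum activity change from -70% to -50%; inactive = maximum activity change above -50%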;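 note: thallium influx rate constant from kinetic fluorescence after stimulation buffer; % is set by controls: 0 for no effect and ±100 for the full control effect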
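Kinetic fluorescence (2 min after stimulation buffer) measures Tl+ influx through KCNH2 3.1 expressed by viral transduction in U2OS cells; the rate constant is normalized against DMSO controls serving as positive and negative references.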
* marks the source's active call; other numbers are inactive results; ? = inconclusive; nt = not tested or not shown; [ ] = remark or other dose. Unless noted, calls come from the whole dose curve; as a rule, active = well fitted curve in the direction sought with a large enough effect; inconclusive = small, poorly fitted or top-dose-only effect, or another doubt; inactive = no such curve, though single readings can be large; an effect the other way counts as inactive or inconclusive.

Order of results: Coupling enz, KCNH2 WT inh, AT treatment, S-ASM inh, MBNL1 CUG block, KCNH2 3.1 inh, TRPV1 ag, GALK inhibitor, CXXC DNA block, a7 integrin act
> CCC(C)n1c(OC)nc2c1c(=O)n(C)c(=O)n2C (configuration not stated)
    2, 4, 1%, -2%, 0%, 12, 1, 14%, -7%, 8%
> COc1cc2ccccc2cc1C(=O)N1CCN(c2ccccn2)CC1
    0, 0, -4%, 1%, -1%, 17, 6, -1%, -2%, -12%
> O=C(c1ccc([N+](=O)[O-])cc1)N1CCN(c2cccc3[nH]ccc23)CC1
    0, -1, 1%, -1%, nt, -8, -2, 0%, 0%, 4%
> COc1cccc(-n2c(SCC(=O)Nc3ccc4c(c3)CCC4)nc3ccccc3c2=O)c1
    -2, -7, 4%, -1%, 8%, -11, 1, 1%, 6%, -11%
> O=C(C1CC1)N1N=C(c2cccc(Br)c2)CC1(O)C(F)(F)F (configuration not stated)
    0, 0, 25%, -2%, -1%, 14, 17, -8%, 1%, -34%
> CC1(C)Oc2ccc(C(=O)N/N=C/c3ccc(O)cc3)cc2NC1=O
    0, -2, 8%, 3%, 15%, 15, -1, -1%, 7%, -16%
> COc1ccc(-c2cc(C(=O)N3CC(C)CC(C)C3)c3ccccc3n2)cc1OC (configuration not stated)
    nt, -5, 4%, 69%[activator], nt, -1, 22, nt, nt, -1%
> O=S(=O)(c1ccc(Br)s1)N1CCN(c2ccnc3cc(Cl)ccc23)CC1
    -1, -25, -1%, ?, 5%, ?, -5, 4%, 8%, -48%[inhibitor]
> Cc1nc2ccccc2n1CC(=O)OCC(=O)NCCc1ccccc1
    0, 3, nt, 1%, -2%, -12, -3, 4%, 0%, -16%
> Cc1ccccc1-c1n[nH]c(=S)n1/N=C/C=C/c1ccco1
    2, -3, -1%, -2%, 6%, -9, -1, 2%, 1%, 0%
> CCOc1ccc(C(=O)C(C)OC(=O)Cn2c(C)csc2=O)cc1 (configuration not stated)
    nt, -2, 0%, 2%, nt, -6, -1, nt, nt, -24%
> CCc1cccc(NC(=O)CCCCCC2NC(=O)NC2C)c1 (configuration not stated)
    0, 5, 1%, -1%, 0.1µM*, 2, 21, -3%, 11%, 7%
> CCOC(=O)/C(=N\Nc1ccccc1Cl)N1CCN(c2ccccc2OC)CC1
    -2, -3, -1%, -2%, -2%, -3, 13, -1%, -17%, 0%
> CN(C)S(=O)(=O)c1cccc(NC(=O)COC(=O)COc2ccc(Br)cc2)c1
    2, 9, 1%, -19%, -7%, -4, 2, 4%, -5%, ?
> COc1ccccc1NC(=O)N(Cc1cc2cc(OC)c(OC)cc2[nH]c1=O)CC1CCCO1 (configuration not stated)
    3, 9, 2%, 13%, -5%, 3, 0, -1%, 3%, 5%
> COC(=O)Cc1ccc(NC(=S)NCc2ccc(F)cc2)cc1
    2, -2, -2%, 5%, ?, -9, 5, 0%, 4%, 24%
> O=C(NCc1cccnc1)c1nc(-c2cccs2)no1
    0, 8, 0%, 0%, -2%, 14, 1, -2%, -4%, 15%
> O=S1(=O)CCC(NC(=S)N2CCOCC2)C1 (configuration not stated)
    -6, -1, -7%, 2%, nt, 9, -12, 3%, 1%, -2%
> CC(C)(C)NC(=O)CSc1nc(N)c(NC(=O)c2ccccc2F)c(=O)[nH]1
    2, -2, -3%, 11%, -6%, -13, 0, 4%, 9%, -3%
> CC1=NN(C(C#N)c2ccccc2)C(C)(C)C1 (configuration not stated)
    3, nt, 2%, -1%, -6%, -10, -5, 7%, -12%, 4%
> COc1ccc(NC(=O)c2csc3c2CCCC3)cc1
    -5, 7, -12%, 2%, -5%, -2, 4, 0%, 0%, -8%
> Oc1csc(Cc2nc(-c3ccc(Br)cc3)cs2)n1
    0, 2, 1%, 3%, 30%[activator], -1, 4, -2%, 6%, 3%
> O=C(NCc1ccccc1)C(c1cccnc1)N(C(=O)c1ccccn1)c1ccc(F)cc1 (configuration not stated)
    3, -9, 3%, 2%, -1%, 3, -2, 1%, 26%, 8%
> COc1ccc(C(=O)c2c(N)sc3c2CCN(C)C3)cc1
    1, -5, -11%, 70%, 12%, 7, -3, 2%, ?, -15%
> Cc1ccc(NC(=O)CSc2nnnn2-c2cccnc2)c(C)c1
    3, -4, 4%, 2%, 0%, -11, 1, -1%, 13%, -30%
> C#CCOCCOCCOCCNc1nc(N2CCN(C(=O)[C@H](CCCCN)n3cc(CN)nn3)CC2)nc(N2CCN(C(=O)[C@H](CO)n3cc([C@@H](N)C(C)C)nn3)CC2)n1
    nt, ?, 5%, -8%, nt, -7, nt, nt, nt, 22%
> Brc1ccc2c(c1)OCCOCCOCCOCCOCCOCCO2
    0, -1, 4%, -4%, -10%, -7, 2, nt, 6%, 3%
> Clc1cccc(CN2CCCCCC2)c1Cl
    1, -13, 9%, 0%, -9%, 17, 6, -3%, 10%, 1%
> CC(C)c1ccc(NC(=O)C(c2ccccc2)N2CC(=O)Nc3ccccc32)cc1 (configuration not stated)
    0, -3, 35µM*, -1%, -22%, -5, 20, nt, 25%, -12%
> O=c1[nH]c(NCCO)c(N=Cc2ccccc2)c(=O)[nH]1
    nt, -9, nt, 451%[activator], nt, -2, nt, nt, nt, -23%
> COc1cc(C(=O)NC2CCN(C)CC2)ccc1Nc1ncc2c(n1)N(C1CCC(O)CC1)CCC(=O)N2C (configuration not stated)
    nt, 12, -2%, 3%, nt, -3, nt, nt, nt, 6%
> Cc1ccc(C(=O)CC(C(=O)O)n2cncn2)cc1 (configuration not stated)
    -1, -7, -9%, 5%, -6%, -14, -3, 1%, -5%, -2%
> CCCCn1c(SCC(=O)NCc2ccco2)nc2c(sc3ccccc32)c1=O
    -1, 6, 3%, -1%, -9%, -9, -2, 0%, -2%, 5%
> Cc1ccc(SCC(=O)NN=C2CCN(C)CC2)cc1
    2, 4, -5%, 0%, 3%, -9, 1, 1%, 3%, -18%
> O=C1CSC2(CCCCC2)N1CCO
    2, -19, 0%, 7%, -5%, 4, -3, 1%, -8%, ?
> O=C(c1ccccn1)N1CCCC(N2CCN(c3ccc(F)cc3)CC2)C1 (configuration not stated)
    2, -2, -2%, -1%, -1%, 16, -4, 5%, -3%, 6%
> COc1cc(NC(=O)Cn2c(C)cc3ccccc3c2=O)cc(OC)c1OC
    1, 4, -16%, 3%, 14%, 1, -1, -1%, 4%, -9%
> O=c1cc(Nc2cccc(Br)c2)[nH]c(=O)[nH]1
    3, 1, -1%, 3%, -6%, 8, -1, 1%, 2%, 3%
> CC1CCN(C(=O)CN2C(=O)NC3(CCCc4ccccc43)C2=O)CC1 (configuration not stated)
    nt, -20, 1%, 3%, nt, 6, -5, nt, nt, -23%
> COc1ccc(C2=NCC(CSc3nccc(=O)[nH]3)S2)cc1 (configuration not stated)
    7, -6, 1%, 2%, -5%, 1, 1, -4%, -4%, -22%
> CCn1cc(C(=O)N[C@@H](CCSC)C(=O)NCCCN2CCOCC2)c(=O)c2cc3c(cc21)OCO3
    -2, -14, 2%, 7%, -15%, -26, 2, -2%, -15%, 7%

Single values from the list:
Entry of `CCOC(=O)/C(=N\Nc1ccccc1Cl)N1CCN(c2ccccc2OC)CC1` in MBNL1 CUG block: -2%
Entry of `CC(C)c1ccc(NC(=O)C(c2ccccc2)N2CC(=O)Nc3ccccc32)cc1` (configuration not stated) in TRPV1 ag: 20
Entry of `COc1ccccc1NC(=O)N(Cc1cc2cc(OC)c(OC)cc2[nH]c1=O)CC1CCCO1` (configuration not stated) in AT treatment: 2%
